CSN deneddyl inh: inhibitors of CSN-mediated cullin deneddylation, primary screen, biochemical, fluorescence polarization, uHTS; COP9 signalosome complex subunit 5 (Homo sapiens), Q92905; Purified CSN, SCF-Nedd8-OG deneddylation; inhibition, % at 12.5 µM; 360,000 compounds, 0.38% hits;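 active means pattern-corrected inhibition above about 35%, with an unprinted fluorescence ratio check between 0.5 and 1.5, limit read from the data, passing the limit was not always enough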;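 further: 0% = enzyme with substrate and 100% = substrate without enzyme; some results filed as inactive read as strong as hits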
Target sequence (Q92905 whole entry, looked up, one chain of several): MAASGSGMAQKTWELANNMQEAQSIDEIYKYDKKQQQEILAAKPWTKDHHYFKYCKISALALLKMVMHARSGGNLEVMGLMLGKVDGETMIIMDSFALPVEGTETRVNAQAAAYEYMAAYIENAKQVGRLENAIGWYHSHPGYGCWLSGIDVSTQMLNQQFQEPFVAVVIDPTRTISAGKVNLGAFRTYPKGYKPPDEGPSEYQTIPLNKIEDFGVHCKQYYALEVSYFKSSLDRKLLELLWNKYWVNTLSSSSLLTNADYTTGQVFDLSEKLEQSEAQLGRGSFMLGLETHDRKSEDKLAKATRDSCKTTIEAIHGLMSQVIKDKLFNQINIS
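Schedule: reaction 90 min, room temperature / Assay system: HEK293T-derived human Csn5 enzyme / Input: Csn5 at 0.24 nM final / Measure: inhibition of Csn5 cleavage, % / Control set: substrate-only high control, full reaction low control / Technique: fluorescence polarization of the substrate / Buffer or medium: Tris/NaCl/DTT buffer, pH 7.5 / Reagent: SCFSkp2-Nedd8OG substrate at 10 nM final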
PABP1 MLLE inh: inhibitors of PABP1 MLLE–PAM2 peptide binding, primary screen, biochemical, fluorescence polarization, FITC-PAM2, GST-MLLE; inhibition, % at 20 µM; Polyadenylate-binding protein 1 (Homo sapiens), P11940; 360,000 compounds, 0.36% hits; in the data active means inhibition above about 35%, passing the limit was not always enough;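 further: plate controls were DMSO wells with GST-MLLE for no effect and wells lacking GST-MLLE protein for full effect; some results filed as inactive read as strong as hits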
Target sequence (P11940 whole entry, looked up): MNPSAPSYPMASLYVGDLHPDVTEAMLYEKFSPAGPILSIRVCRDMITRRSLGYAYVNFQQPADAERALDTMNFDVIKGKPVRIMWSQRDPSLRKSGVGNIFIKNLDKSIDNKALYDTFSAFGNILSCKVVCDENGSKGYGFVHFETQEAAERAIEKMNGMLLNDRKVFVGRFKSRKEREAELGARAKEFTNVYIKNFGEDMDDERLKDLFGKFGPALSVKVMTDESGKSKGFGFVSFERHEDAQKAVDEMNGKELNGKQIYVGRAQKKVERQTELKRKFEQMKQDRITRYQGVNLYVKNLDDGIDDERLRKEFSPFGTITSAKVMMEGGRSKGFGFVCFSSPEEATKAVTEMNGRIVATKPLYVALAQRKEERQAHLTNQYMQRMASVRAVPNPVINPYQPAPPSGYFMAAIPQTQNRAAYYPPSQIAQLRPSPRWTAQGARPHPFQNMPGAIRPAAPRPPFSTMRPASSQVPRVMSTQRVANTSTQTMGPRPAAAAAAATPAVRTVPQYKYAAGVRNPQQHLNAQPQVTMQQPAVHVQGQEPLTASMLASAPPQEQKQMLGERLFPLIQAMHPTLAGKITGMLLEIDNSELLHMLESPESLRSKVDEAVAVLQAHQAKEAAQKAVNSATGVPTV
FAS-TE inh: FAS thioesterase domain inhibitors, primary screen, biochemical, fluorescence intensity, uHTS. Fatty acid synthase (Homo sapiens), P49327. recombinant FAS-TE, OMFH fluorogenic substrate, fluorescence endpoint. inhibition, % at 15 µM. 360,000 compounds, 0.67% hits. AID 602261, 2012;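 active means compounds whose normalised, plate-corrected inhibition of enzyme fluorescence in the single-dose primary screen is 50% or more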;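 further: 0% = DMSO with enzyme and 100% = substrate without enzyme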
Neddyl block: inhibitors of cullin neddylation, primary screen, biochemical, TR-FRET, uHTS, NAE and Ubc12; NEDD8-conjugating enzyme Ubc12 (Homo sapiens) + NEDD8-activating enzyme E1 regulatory …; calls only at 25 µM; 360,000 compounds, 0.58% hits; in the data active means inhibition above about 36%
MT1-MMP act inh: blockers of MT1-MMP proenzyme processing, primary screen, HT1080 RFP-PRO-GFP cells, GFP/RFP fluorescence; Matrix metalloproteinase-14 (Homo sapiens), P50281; GFP/RFP ratio fluorescence, overnight; percent of plate control window, DMSO zero; GFP/RFP ratio change, % at 20 µM; 360,000 compounds, 0.061% hits; AID 651647, 2012;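 active means GFP/RFP ratio change of at least 30% with cell ATP level not reduced by more than half and red fluorescence within 50% of control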; further: strong numbers were not always called active
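Test system: HT1080 RFP-PRO-GFP cells; Benchmarks: DMSO and RFP-L50D-GFP cell wells; Timing: cells overnight before dosing, compound overnight, 37 °C, 5% CO2; Compound: one 20 µM compound dose with 1% DMSO; Read-out: GFP/RFP fluorescence ratio.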
Rpn11 block: Rpn11 (PSMD14) deubiquitinase inhibitors, primary screen, biochemical, fluorescence polarization, uHTS. calls only at 20 µM. human 26S proteasome, Ub4-pepOG fluorescence polarization; 20S core pre-blocked with epoxomicin. 360,000 compounds, 0.59% hits. 26S proteasome non-ATPase regulatory subunit 14 (Homo sapiens), O00487. AID 588493, 2011;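 active means inhibition at 20 µM, scaled to each plate's controls, above about 33%, limit read from the data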
SKN-1 inh: suppressors of acrylamide-induced Pgst-4::GFP reporter in worms, primary screen, SKN-1 inhibitor project, whole organism, uHTS, GFP/RFP fluorescence ratio, strain VP596; C. elegans VP596 Pgst-4::GFP/RFP ratio, 24 h; inhibition, % at 21.8 µM; 360,000 compounds, 0.49% hits;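 active means interference check ratio from 0.5 to 1.5 plus GFP to RFP signal ratio inhibition reaching or exceeding a fixed threshold, cut at about 30% in these data, passing the limit was not always enough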; further: some compounds called inactive have numbers as strong as hits
NadD block: inhibitors of S. aureus NadD, primary screen, biochemical, colorimetric, uHTS; inhibition, % at 20 µM; Nicotinate-nucleotide adenylyltransferase NadD (Staphylococcus aureus N315); 360,000 compounds, 0.78% hits; purified NadD enzyme, colorimetric absorbance read-out; in the data active means inhibition above about 26%; further: some compounds past the cut are filed as inactive
Rin1-Abl PPI inh: inhibitors of Rin1-Abl protein binding, primary screen, biochemical, TR-FRET | Tyrosine-protein kinase ABL1 (Homo sapiens) + Ras and Rab interactor 1 (Homo sapiens), … | inhibition, % at 7.35 µM | 360,000 compounds, 0.4% hits; in the data active means inhibition above about 5%, passing the limit was not always enough
* = called active by the depositor; i = inactive; . = no result given. This is a random part of the collection; about 3.9% have a hit in one of these screens.

Order of results: CSN deneddyl inh, PABP1 MLLE inh, FAS-TE inh, Neddyl block, MT1-MMP act inh, Rpn11 block, SKN-1 inh, NadD block, Rin1-Abl PPI inh
(1) O=C(/C=C/c1ccc(Cl)c(Cl)c1)N1CCc2ccccc21
    -7.0, 5.2, -4.4, i, 2.6, i, 5.6, 8.1, -2.5
(2) O=C(CSC(=S)N1CCCC1)NCCc1ccccc1
    -6.3, 17.6, -3.5, i, 2.1, i, 7.2, -1.2, -2.1
(3) Cc1cc(Br)ccc1SCC(=O)OCC(=O)NC1CC1
    3.1, 13.3, -5.6, i, -1.8, i, -2.0, -6.7, -3.3
(4) CCOC(=O)c1cc(NC(=O)c2cccs2)ccc1N1CCOCC1
    5.2, -4.3, -2.2, i, 5.8, i, 3.5, -1.2, -3.0
(5) Cc1ccc(-n2c(SCC(=O)Nc3ccc4c5c(cccc35)CC4)nc(O)cc2=O)cc1
    -4.0, -0.2, -3.4, i, 1.8, i, 10.7, 3.3, 1.8
(6) CCOc1cc(-c2nc3n(c(=O)c2C#N)CCS3)ccc1O
    3.7, 4.3, -1.6, i, -75.3, i, -8.3, -1.4, 0.6
(7) O=C(O)Cn1c2ccccc2c2n[nH]c(=S)nc21
    1.9, 43.4*, -2.5, i, ., i, -6.4, -0.7, -3.2
(8) S=C1SCN(Cc2ccccn2)CN1Cc1ccco1
    -2.0, 35.6, -7.0, i, -8.3, i, -0.7, 4.6, 5.4
(9) CN(C)C(=O)CSc1n[nH]c(-c2ccco2)n1
    2.4, -4.8, -10.3, i, 1.5, i, -2.7, -2.8, 1.9
(10) NC(=O)N/N=C/c1ccc(-c2ccc(S(=O)(=O)Nc3ncccn3)cc2)o1
    -1.8, -2.1, -6.5, i, 4.2, i, 9.4, -1.2, -2.2
(11) Cc1ccc(NC2CCCN(C(=O)CSc3ccccn3)C2)cc1C (stereo unspecified)
    2.6, 14.2, -1.0, i, 1.8, i, 2.0, -3.1, 2.3
(12) CCN1C(=O)[C@H]2[C@@H](c3ccc(-c4ccc(Cl)c(Cl)c4)cc3)N[C@@](C)(C(=O)OC)[C@H]2C1=O
    -3.2, 10.9, 41.8, i, 0.0, i, 22.6, -7.2, 3.1
(13) CC1CCCN(c2ccc(C(=O)NCc3ccccc3)cn2)C1 (stereo unspecified)
    2.8, 10.4, -6.3, i, -15.5, i, 12.5, -1.9, 0.0
(14) Cc1cc(Nc2ccc(C)c(Br)c2)n2nc(C)nc2n1
    7.0, 14.8, -2.6, i, -1.2, i, 4.8, 1.9, 3.8
(15) CCOc1ccccc1C(=O)Nc1ccc2c(c1)C(=O)NC2=O
    3.6, 8.9, -5.0, ., -4.0, i, 10.5, -1.3, 1.2
(16) O=C(COC(=O)c1ccc2c(c1)C(=O)N(Cc1ccco1)C2=O)NCC(F)(F)F
    3.5, 5.1, -4.0, i, -0.1, i, 6.4, -9.3, -0.9
(17) Cc1ccc(C(=O)Nc2ccc3c(c2)CCC3)cc1S(=O)(=O)N1CCOCC1
    3.6, -3.0, 21.2, i, -2.3, i, 8.1, 0.5, -0.9
(18) CC(NC(=O)NC1CCCCC1)c1ccccc1 (stereo unspecified)
    -11.0, -1.1, -4.6, i, -0.4, i, 8.2, -6.5, -2.6
(19) CCCCN(CCCNC(=O)Cn1ncc2ccsc2c1=O)Cc1ccccc1
    -0.5, -6.0, -4.5, i, 5.0, i, -5.6, -3.1, 0.6
(20) CCN(CC)CCn1c(SCC(=O)Nc2cccc(OC)c2)nc2c(sc3ccccc32)c1=O
    2.0, 35.6, 10.1, i, -1.1, i, 12.7, 2.9, -6.9
(21) COc1ccccc1OCCNC1CCCC1
    1.1, -0.1, -6.3, i, 1.0, i, -11.8, 2.6, -0.1
(22) O=C(c1ccco1)N1CCN(S(=O)(=O)c2ccc(F)cc2)CC1
    9.1, 1.7, -7.5, i, -0.8, i, 4.8, -8.2, 0.1
(23) Cc1cc2ccccc2c(=O)n1CC(=O)N(C)c1ccc(F)cc1
    -0.9, 3.8, -5.1, i, -1.3, i, 1.4, 8.0, -2.8
(24) COc1cc(OC)c(NC(=O)CCNC(=O)Cn2ccc3ccccc3c2=O)cc1Cl
    3.2, 3.1, 0.1, i, 5.0, i, 19.4, 0.9, 0.3
(25) CCc1ccc2nc(-c3cccc(C)c3)nc(SCC(=O)NCC3CCCO3)c2c1 (stereo unspecified)
    -2.1, 5.8, -8.4, i, 2.0, i, -0.4, 1.8, -0.4
(26) COCCNC(=O)C(c1ccc(C)o1)N(C(=O)c1snc(C(N)=O)c1N)c1ccc(C)cc1 (stereo unspecified)
    4.6, -3.8, -2.2, i, 4.9, i, 1.4, 2.2, -1.8
(27) CC(C)(C)NC(=O)C(c1ccc(C#N)cc1)n1c(=O)c(-c2cc3ccccc3[nH]2)nc2ccccc21 (stereo unspecified)
    -0.8, ., ., ., -16.7, ., 15.3, ., .
(28) CCOC(=O)c1cc(CC)sc1NC(=O)CN1CCN(C(=O)C2CCCO2)CC1 (stereo unspecified)
    -2.5, 19.4, -5.8, i, -1.3, i, -18.1, 1.2, -3.7
(29) O=C1CCC(=O)N1CC1CC2CCC1C2 (stereo unspecified)
    0.2, -0.1, -1.2, i, 1.2, i, 11.2, -3.8, 3.1
(30) O=C(N/N=C/c1ccc(O)c(O)c1)c1ccc(CSc2cccc3cccnc23)cc1
    -2.2, 8.8, 0.8, i, -13.2, i, 1.6, 19.9, -1.6
(31) CC(=O)c1cccc(NCC(=O)c2ccc(C)c([N+](=O)[O-])c2)c1
    3.1, 9.1, 11.1, i, 1.6, i, -13.5, 5.7, 1.1
(32) CCOCCCNC(=O)CN(Cc1ccc(Cl)cc1)S(C)(=O)=O
    -5.7, 2.8, -2.4, i, -1.5, i, 8.4, -0.5, 2.1
(33) CC(C)OC(=O)C(NC(=O)c1ccccc1)=C1CCCCC1
    1.1, 3.3, -5.1, i, 0.4, i, -18.1, -4.4, 3.9
(34) Cc1cccc(N2CCN(C(=O)c3ccccc3NC(=O)C3CCCCC3C(=O)O)CC2)c1 (stereo unspecified)
    -2.5, 11.9, -9.2, i, -2.2, i, -6.6, -1.4, -0.7
(35) OCCCc1ccc(O)c(O)c1
    -2.0, 5.1, 0.7, i, 4.0, i, 2.5, 4.1, 2.2
(36) CC1(c2ccccc2)NC(=O)N(CC(=O)Nc2cccc(C#N)c2)C1=O (stereo unspecified)
    -3.9, -0.3, 0.3, i, 7.6, i, 20.7, -5.1, 3.0
(37) Cc1ccnc(OC(C(=O)O)C(OCc2ccccc2)(c2ccc(F)cc2)c2ccc(F)cc2)n1 (stereo unspecified)
    1.8, -16.6, 3.1, i, -1.7, i, -3.6, 9.2, 1.4
(38) O=C(c1ccco1)N1CCC(c2ccccc2)C1 (stereo unspecified)
    6.2, -3.2, -5.2, i, -4.2, i, -4.0, 0.2, 4.0
(39) S=C(Nc1ccc(Br)cc1)NC1CCCC1
    -12.1, -48.4, -4.7, i, 5.6, i, 7.5, -5.7, -1.7
(40) COc1cc(SC)ccc1C(=O)OC(C)C(=O)Nc1ccc(NC(C)=O)cc1 (stereo unspecified)
    -2.2, 9.4, -3.4, i, 2.8, i, 12.8, -5.0, -0.3
(41) CC1CC(C)CN(C(=O)COC(=O)c2ccc3ncsc3c2)C1 (stereo unspecified)
    -3.7, 9.3, -5.5, i, 10.6, i, -2.9, -3.2, -1.6
(42) O=C(NN=Cc1c(F)cccc1F)c1ccccc1NS(=O)(=O)c1cccs1
    0.0, -0.1, -6.9, i, 0.5, i, -4.3, 0.9, 0.4
(43) COc1ccc(N(C(=O)COc2ccccc2)C2C=CS(=O)(=O)C2)c(OC)c1 (stereo unspecified)
    -4.7, 13.6, -1.6, i, 2.0, i, 7.8, -1.9, -1.7
(44) COc1ccc(C(=O)NCC(=O)OCC(=O)N2CCC(C)CC2)cc1OC
    -4.4, -9.4, -3.3, i, -1.3, i, 1.5, 0.2, 1.3
(45) C[C@H](O)C#Cc1cnc2c(c1)C(=O)N([C@H](C)CO)C[C@@H](C)[C@@H](CN(C)Cc1ccc(-c3ccccc3)cc1)O2
    5.6, -6.1, -0.4, i, -1.9, i, 4.1, 4.7, 2.5
(46) COc1ccccc1CNC(=O)C1CCN(S(=O)(=O)c2ccc3c(c2)OCCCO3)CC1
    1.7, -28.8, -3.2, i, 7.6, i, 6.3, -0.9, -0.3
(47) Cn1nc(C(C)(C)C)cc1C(=O)N1CCCCC1c1cc(C(=O)Nc2ccccc2Cl)no1 (stereo unspecified)
    2.5, -5.8, 11.1, i, -6.3, i, -3.5, -2.8, 2.6
(48) CCCOc1ccc(C(=O)Nc2cc(-c3nn4c(C)nnc4s3)ccc2C)cc1
    3.0, -5.5, -9.1, i, 0.8, i, 11.2, 5.5, -1.6
(49) COc1cc(C2CC(=O)N3CN(Cc4ccccc4)CSC3=C2C#N)ccc1OCc1ccccc1 (stereo unspecified)
    8.3, 30.3, 4.9, i, 2.5, i, -10.4, 31.4*, -2.5
(50) CC(C)CCNC(=O)c1ccc(-n2cnc3cccnc32)cc1
    -3.9, -4.2, -0.3, i, -6.0, i, 4.8, -5.2, 0.5
(51) O=C(COC(=O)c1ccccc1Oc1ccccc1)NC1CC1
    -4.0, -2.7, -5.9, i, -0.2, i, 1.8, 2.4, 2.8
(52) Cc1ccccc1NC(=O)CN1C(=O)S/C(=C\c2ccc(-c3cc(C(=O)O)ccc3C)o2)C1=O
    71.4*, -10.3, 3.1, i, -3.8, i, 2.5, 40.6*, 1.0
(53) O=C(Nc1nnc(SCC(=O)N2CCCC2)s1)C1CC(=O)N(c2ccccc2)C1 (stereo unspecified)
    3.5, -10.7, -6.6, i, -3.5, i, 13.5, -6.0, 0.5
(54) CCOc1ccc(C(=O)OCC(=O)NC2CCCCCCC2)cc1
    0.1, -3.3, 12.6, i, 4.2, i, 5.4, 0.9, -2.3
(55) OCC[C@@H]1C[C@@H](O)[C@H](O)[C@@]2(Cc3ccccc3CO2)O1
    1.4, 0.8, -2.2, i, 2.2, i, 10.4, 0.2, 8.9*
(56) COCCN(CC(=O)Nc1cc(Cl)ccc1-n1cncn1)Cc1nc2ccccc2c(=O)[nH]1
    1.9, -8.3, -3.4, i, -6.0, i, 5.8, 5.1, 1.3
(57) O=C(Nc1ccccc1N1CCN(C(=O)c2ccccc2)CC1)c1ccc(Br)o1
    2.8, -6.7, 23.7, i, -3.9, i, 14.8, 2.0, -2.5
(58) CC(NS(=O)(=O)c1cccc(C(=O)N(C)Cc2ccc(N3CCOCC3)cc2)c1)c1ccccc1 (stereo unspecified)
    3.0, -2.9, -0.4, i, -0.3, i, 12.3, 9.6, 0.4
